Rac1 mut GTP – modulators of GTP binding to human Rac1 activated mutant. P63000. GST-Rac1 activated beads, fluorescent GTP binding, flow cytometry; actives lie on both sides; 100% means binding = to untreated wells. percent activity (GTP binding), % at 10 µM. 190,000 compounds, 0.11% hits;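 active = GTP binding at least 20 percentage points away from the 100% baseline, in either direction, so actives lie on both sides; inconclusive = Compound likely fluorescent itself, or too few beads counted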
Mcl1-Bid inh – Mcl-1/Bid interaction inhibition; Q07820; TR-FRET Mcl-1/Bid-Dy647 peptide binding, 1536-well; inhibition, % at 21.7 µM; 220,000 compounds, 0.97% hits; AID 1021;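 active = compounds that cut the binding signal by more than half at the single screening dose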;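 also: His-tagged Mcl-1 with europium anti-His antibody binding Bid BH3 peptide; 0% = Mcl-1 plus peptide wells and 100% = peptide-only wells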
Target sequence (Q07820 whole entry, looked up): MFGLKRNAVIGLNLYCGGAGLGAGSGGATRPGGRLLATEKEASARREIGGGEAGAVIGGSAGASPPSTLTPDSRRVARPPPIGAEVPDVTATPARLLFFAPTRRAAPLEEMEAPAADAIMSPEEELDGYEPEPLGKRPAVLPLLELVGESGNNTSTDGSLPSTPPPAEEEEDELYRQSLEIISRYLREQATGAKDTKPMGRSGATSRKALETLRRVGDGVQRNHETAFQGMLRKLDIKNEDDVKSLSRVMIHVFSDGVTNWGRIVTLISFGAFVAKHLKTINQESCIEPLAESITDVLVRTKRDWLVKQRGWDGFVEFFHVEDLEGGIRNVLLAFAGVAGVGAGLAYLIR
Mcl-1 Bim block – human Bim-Mcl-1 interaction inhibition; Q07820; Bead-based flow cytometry, Bim peptide-Mcl-1 binding; inhibition, % at 10 µM; 190,000 compounds, 0.1% hits; AID 1009; in the data active = inhibition above about 40%;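 also: 0% = no compound tracer wells and 100% = peptide blocker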
Mcl1-Noxa inh – disrupts binding of human Mcl-1 to Noxa peptide; inhibition, % at 21.7 µM; Q07820; AID 1022; 220,000 compounds, 1.5% hits; TR-FRET Mcl-1/Noxa peptide binding, 2 h;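 active = compounds that cut the protein-peptide binding signal by more than 50% relative to plate controls in a single-dose test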;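 also: His-tagged Mcl-1 with rhodamine Noxa BH3 peptide and terbium anti-His antibody; 0% = Mcl-1 plus Noxa peptide wells and 100% = peptide-only wells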
RGS8-Gao reg – human RGS8-Galphao interaction regulation | P09471 | multiplexed bead flow cytometry, RGS8-Galphao binding; actives lie on both sides | response (percent of control binding), % at 10 µM | 220,000 compounds, 0.34% hits | AID 1423; in the data active = response below about 60% or above about 140%; inactive = in between;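 also: Galphao activated as the GDP aluminium fluoride complex binding bead-coupled RGS8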
Target sequence (P09471 whole entry, looked up): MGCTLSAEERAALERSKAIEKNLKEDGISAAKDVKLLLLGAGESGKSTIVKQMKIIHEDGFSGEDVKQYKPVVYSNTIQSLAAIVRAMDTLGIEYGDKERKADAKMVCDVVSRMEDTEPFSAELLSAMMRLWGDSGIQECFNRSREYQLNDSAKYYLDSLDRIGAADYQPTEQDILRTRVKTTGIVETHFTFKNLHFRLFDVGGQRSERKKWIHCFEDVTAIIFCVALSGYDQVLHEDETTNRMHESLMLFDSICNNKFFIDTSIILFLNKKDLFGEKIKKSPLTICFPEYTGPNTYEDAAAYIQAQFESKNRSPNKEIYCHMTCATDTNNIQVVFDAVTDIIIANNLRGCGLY
Pf gamet viab – kills late stage P. falciparum gametocytes | 150,000 compounds, 0.065% hits | P. falciparum stage V gametocytes, ATP luminescence, 24 h | AID 743093 | inhibition, % at 10.9 µM;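 active = inhibition above the mean plus 3 SD of compounds within the control limits, set per campaign, cut at about 38% in these data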;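 also: 0% = DMSO wells and 100% = medium only without gametocytes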
HRas wt GTP – modulators of GTP binding to human HRas wildtype; GTP binding activity, % at 10 µM; AID 759; GST-Ras wt beads, Bodipy-FL-GTP binding, flow cytometry; actives lie on both sides; 190,000 compounds, 0.14% hits; P01112;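 active = GTP binding activity at least 20% away from the 100% baseline, either lowered as inhibitor or raised as activator; inconclusive = flagged as likely green fluorescent, judged across all proteins in the well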;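 also: 0% = unlabeled GTP competition control and 100% = no-compound control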
Cdc42 wt – modulators (inhibitors or activators) of GTP binding to human Cdc42 wildtype | P60953 | GST-Cdc42 beads, Bodipy-GTP binding, flow cytometry; actives lie on both sides | percent activity (GTP binding), % at 10 µM | 190,000 compounds, 0.2% hits;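 active = percent activity GTP binding at least 20 points away from the 100% baseline, either down as inhibitor or up as activator; inconclusive = compound flagged as likely green fluorescent from well-wide comparison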;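 also: median bead fluorescence of bound Bodipy-FL-GTP at 100 nM; 0% = excess unlabeled GTP control and 100% = no compound control; below 100% means less GTP binding so inhibitor and above means activator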
Target sequence (P60953 whole entry, looked up): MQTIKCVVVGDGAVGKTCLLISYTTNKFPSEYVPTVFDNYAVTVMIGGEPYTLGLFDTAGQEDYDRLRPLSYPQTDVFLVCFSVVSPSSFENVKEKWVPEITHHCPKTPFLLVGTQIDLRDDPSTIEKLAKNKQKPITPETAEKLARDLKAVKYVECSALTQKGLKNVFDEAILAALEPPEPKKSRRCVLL
Rab2 wt GTP – changes GTP binding to wildtype dog Rab2A, up or down | P61105 | 190,000 compounds, 0.19% hits | GST-Rab2 wt beads, Bodipy-GTP binding, flow cytometry | GTP binding activity, % at 10 µM;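 active = GTP binding activity at least 20 points away from 100%, either lowered or raised; inconclusive = signal likely due to the compound's own green fluorescence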;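 also: 0% = beads with excess unlabeled GTP and 100% = no-compound control corrected for plate trend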
Rac1 wt modul – human Rac1 wildtype GTP binding, inhibitors and activators. P63000. GST-Rac1 beads, fluorescent GTP binding, flow cytometry; actives lie on both sides; 0 = cold GTP competed, 100 = untreated. GTP binding activity (% of control), % at 10 µM. 190,000 compounds, 0.27% hits;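 active = GTP binding activity at least 20 points away from the 100% control level, either lower or higher; inconclusive = compound flagged as likely green fluorescent, judged across all proteins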
Rab7 wt GTP bind – alters GTP binding to wildtype dog Rab7. GST-Rab7 beads, fluorescent GTP binding, flow cytometry; actives lie on both sides; untreated = 100%, excess cold GTP = 0%. GTP binding activity (percent of control), % at 10 µM. 190,000 compounds, 0.055% hits. AID 758;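 active = fluorescent GTP binding to Rab7 beads changed by at least 20 points from the 100% baseline, either direction, mostly lower; inconclusive = compound itself probably fluorescent, or too few beads counted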;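 also: median green fluorescence of bound Bodipy-FL-GTP per Rab7 bead population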
* hit, by the source's call; ? = inconclusive; nt = not tested or not shown.

Results follow in this order: Rac1 mut GTP | Mcl1-Bid inh | Mcl-1 Bim block | Mcl1-Noxa inh | RGS8-Gao reg | Pf gamet viab | HRas wt GTP | Cdc42 wt | Rab2 wt GTP | Rac1 wt modul | Rab7 wt GTP bind
> Cc1ccc(C(=O)Nc2nc(COc3ccccc3)cs2)s1
  103 | -3 | -2 | 0 | nt | nt | 98 | 101 | 99 | 111 | 99
> Cc1nnc(N(Cc2ccco2)C(=O)c2ccc(C#N)cc2)s1
  99 | -2 | 6 | -9 | 101 | 21 | 103 | 102 | 103 | 105 | 103
> CCN(CC)c1ccc(C(=O)NNC(=O)CCl)cc1
  92 | 11 | 1 | 32 | 101 | 3 | 94 | 97 | 94 | 97 | 93
> CC(C)(C)NC(=O)c1c(F)c(F)c(F)c(F)c1F
  100 | 2 | 4 | 13 | 107 | 5 | 100 | 103 | 102 | 104 | 97
> CCCSc1nnc(NC(=O)Cc2ccc(OC)c(OC)c2)s1
  93 | -1 | 0 | 11 | 106 | -11 | 93 | 95 | 93 | 97 | 94
> [O-]/C(=C(\C(=S)Nc1cccc2ccccc12)[n+]1ccccc1)c1ccc(OC(F)F)cc1
  95 | -56 | 2 | 23 | 97 | 4 | 96 | 96 | 98 | 94 | 93
> O=C(Cn1cc([N+](=O)[O-])cn1)NCc1ccco1
  95 | -50 | -3 | 13 | 88 | 5 | 93 | 94 | 97 | 95 | 94
> COC(=O)CSc1nc2cc(OC)ccc2cc1C#N
  102 | -6 | 3 | 4 | 106 | nt | 102 | 103 | 101 | 103 | 104
> N#Cc1ccc(-c2csc(NNC(=O)c3ccc(Br)cc3)n2)cc1
  95 | -16 | -3 | 1 | 106 | 14 | 95 | 96 | 95 | 95 | 95
> Cc1cc(C(=O)COc2ccccc2Cl)c(C)n1-c1ccc2c(c1)OCO2
  98 | -25 | -2 | 17 | 95 | 2 | 98 | 101 | 96 | 97 | 92
> c1c2c(cc3sc(N4CCCCC4)nc13)OCCO2
  98 | -12 | -1 | 7 | 117 | 23 | 101 | 100 | 99 | 103 | 98
> COCCNC(=O)c1cc(-c2ccc3c(c2)OCO3)on1
  101 | -5 | 3 | -3 | 101 | -9 | 101 | 104 | 100 | 106 | 97
> Cc1ccc(C(=O)NC2CCSC2=O)cc1 (stereo not given)
  100 | -17 | 7 | 6 | 101 | 0 | 103 | 103 | 101 | 104 | 103
> CCOC(=O)c1cnn(-c2nc(-c3ccc(C)cc3)cs2)c1C(F)(F)F
  99 | -5 | 0 | -1 | 104 | -14 | 100 | 103 | 100 | 106 | 99
> Cc1cccc(C)c1NC(=S)N(CCN(C)C)C(C)c1ccccn1 (stereo not given)
  97 | -27 | 1 | 9 | 100 | 4 | 102 | 101 | 100 | 105 | 104
> O=C(NCCO)c1cc2cc(Cl)cc(Cl)c2oc1=O
  97 | -27 | -8 | 15 | 97 | 12 | 102 | 96 | 98 | 99 | 103
> CN(C)S(=O)(=O)c1ccc(N2CCCC2=O)c([N+](=O)[O-])c1
  98 | -6 | -3 | 1 | 103 | -3 | 102 | 101 | 99 | 101 | 98
> Cn1c(=O)c(=O)n(C)c2cc(S(=O)(=O)N3CCN(c4cccc(C(F)(F)F)c4)CC3)ccc21
  92 | -3 | -3 | nt | 100 | nt | 98 | 96 | 93 | 91 | 94
> O=C1CC(NCc2ccco2)C(=O)N1CCc1ccccc1 (stereo not given)
  97 | -17 | -1 | -22 | 100 | nt | 99 | 100 | 99 | 99 | 96
> COc1cc(C2CC(=O)N(CC(=O)NCc3ccco3)c3ccccc3S2)cc(OC)c1OC (stereo not given)
  101 | -15 | 0 | 16 | 99 | nt | 103 | 105 | 102 | 105 | 100
> O=C(Nc1nccs1)c1cc2c(s1)CCCCC2
  92 | 12 | -2 | nt | 103 | nt | 98 | 98 | 95 | 93 | 95
> CC1CCc2nc(NC(=O)CN3CCN(Cc4ccc5c(c4)OCO5)CC3)sc2C1 (stereo not given)
  101 | -9 | -4 | 34 | 97 | nt | 103 | 105 | 101 | 103 | 101
> CCCCN(CC)C(=O)c1ccc(Cl)c(Cl)c1
  96 | -12 | 2 | 5 | 101 | 5 | 101 | 99 | 106 | 102 | 106
> CC(=O)C1=C(C)OC(N)=C(C#N)C1c1cccnc1 (stereo not given)
  94 | -51 | 3 | -10 | 98 | -9 | 96 | 94 | 97 | 101 | 104
> O=C(O)CC(O)C(=O)O (stereo not given)
  97 | 20 | 0 | 8 | 94 | nt | 102 | 104 | 102 | 104 | 104
> Cc1nc(C)c(C(=O)N2CCCC(CCC(=O)NCc3ccc(F)c(F)c3)C2)s1 (stereo not given)
  96 | -16 | -1 | 9 | 103 | -6 | 96 | 98 | 98 | 96 | 97
> O=S1(=O)CCN2C=Nc3sc4c(c3C2=N1)CCCC4
  95 | -7 | -2 | 2 | 100 | -34 | 99 | 98 | 97 | 100 | 100
> Cc1ccc(-c2c3c(=O)n(C)c(=O)n(C)c3cn2-n2cnnc2)cc1
  95 | 0 | -2 | -1 | 104 | nt | 99 | 92 | 95 | 99 | 99
> Cc1ncc(CO)c(/C=N/NC(=S)Nc2ccc(F)cc2)c1O
  101 | -115 | -7 | 37 | 103 | nt | 96 | 102 | 97 | 102 | 91
> COc1ccc(OC)c(CCNC(=O)Cn2sc3nc(C)cc(C)c3c2=O)c1
  102 | -19 | -10 | 56* | 74 | nt | 103 | 99 | 104 | 108 | 104
> CCc1cc2c(Sc3nc4ccccc4s3)ncnc2s1
  100 | -29 | -1 | -38 | 99 | nt | 99 | 97 | 101 | 97 | 100
> CCN1CCN(CC(O)COc2ccc(C)c(C)c2)CC1 (stereo not given)
  102 | 10 | -3 | 22 | 102 | nt | 109 | 108 | 106 | 113 | 106
> COC(=O)c1ccccc1NC(=O)c1ccc(-c2cccc(Cl)c2)o1
  96 | 19 | 2 | -4 | 101 | nt | 103 | 98 | 100 | 105 | 100
> CCOC(=O)C1CCN(C(C(=O)NC2CCCC2)c2ccc(C)cc2)CC1 (stereo not given)
  101 | -18 | -1 | -7 | 100 | nt | 100 | 98 | 99 | 103 | 102
> COc1ccc(C)cc1NS(=O)(=O)c1ccc2c(c1)n(C)c(=O)n2C
  96 | -32 | 0 | 8 | 100 | nt | 100 | 99 | 102 | 103 | 110
> O=C(CSc1nc2ccccc2c(=O)n1-c1ccc(OC(F)F)cc1)NCc1cccs1
  100 | -66 | -7 | 18 | 104 | 10 | 99 | 99 | 99 | 100 | 99
> CN(C)/C=C(/C(=O)c1ccc(Cl)cc1)S(=O)(=O)c1ccc(Cl)cc1
  99 | -24 | 0 | 5 | 101 | nt | 103 | 103 | 103 | 103 | 106
> CCCn1c2ccc(F)cc2c2nnc(NN)nc21
  93 | -14 | -25 | -19 | 111 | 6 | 93 | 88 | 90 | 93 | 100
> CC1CCc2c(sc3nc(CSc4n[nH]c(N)n4)[nH]c(=O)c23)C1 (stereo not given)
  96 | -25 | -5 | 3 | 99 | 10 | 99 | 98 | 98 | 104 | 103
> O=C(Nc1nnc(-c2ccccc2)o1)c1ccc(Cl)cc1
  ? | -33 | 0 | -101 | 104 | nt | ? | ? | ? | ? | ?
> CCCCn1c(SCC(=O)Nc2nc(C)cs2)nnc1-c1cccnc1
  96 | -2 | -3 | 14 | 100 | nt | 98 | 99 | 97 | 96 | 93
> CC1=NN(C(=S)Nc2ccccc2)C(c2ccccc2)C1 (stereo not given)
  104 | -48 | 0 | 7 | 100 | 5 | 105 | 104 | 102 | 106 | 101
> CCOCCCNC(=S)NCCCNc1nc2c(C)cc(C)cc2cc1C#N
  94 | -12 | 0 | 12 | 99 | 20 | 97 | 94 | 98 | 96 | 104
> COc1ccc(C2CC(c3cccs3)=NN2C(=O)CSc2nncs2)cc1OC (stereo not given)
  ? | -9 | 0 | 14 | 101 | 19 | ? | ? | ? | ? | ?
> Cc1ccc2cc(CCNC(=O)C(=O)c3c(C)[nH]c4ccccc34)c(=O)[nH]c2c1
  94 | -7 | 1 | -1 | 98 | nt | 96 | 93 | 95 | 96 | 107
> Cc1ccc(C(=O)C(OC(=O)COc2ccccc2C)c2ccccc2)cc1 (stereo not given)
  100 | -22 | -1 | 3 | 104 | -13 | 102 | 103 | 102 | 103 | 98
> CC(Sc1nnc(-c2cc3ccccc3o2)n1-c1ccccc1)C(=O)O (stereo not given)
  92 | 15 | 0 | 29 | 105 | nt | 94 | 95 | 94 | 94 | 91
> Cc1oc(C)c(C(=O)Nc2ccc(CC(=O)O)cc2)c1C(=O)Nc1ccc(CC(=O)O)cc1
  99 | 7 | 2 | 12 | 99 | nt | 100 | 102 | 98 | 99 | 101
> N/C(=N\OC(=O)CCc1ccccc1)c1cccnc1
  96 | -19 | 0 | 6 | 103 | 4 | 102 | 100 | 100 | 101 | 105
> Clc1ccc(-n2ncc3c(NCCN4CCOCC4)ncnc32)cc1
  100 | -1 | -2 | 0 | 97 | 16 | 104 | 99 | 102 | 107 | 102
> COc1cc2c(cc1OC)[C@@H]1Cc3cc4c(cc3[C@H](C2)N1C)OCO4
  98 | 4 | -2 | 12 | 110 | nt | 101 | 100 | 102 | 104 | 102
> Cc1ccc(-c2nnc(-c3ccc(NC(=O)c4ccco4)cc3)o2)cc1
  97 | 35 | 0 | 6 | 103 | nt | 99 | 98 | 99 | 97 | 101
> CC(C)(C)C(=O)NC(=C(Cl)Cl)P(=O)(O)O
  101 | -14 | -1 | 5 | 100 | nt | 98 | 100 | 99 | 103 | 100
> O=C(/C=C/c1cn(CC(O)CN2CCCCCC2)c2ccccc12)c1cccs1 (stereo not given)
  99 | -23 | 0 | -73 | 107 | nt | 96 | 99 | 95 | 100 | 99
> CC(NC(=O)CN(C1CCCCC1)S(C)(=O)=O)c1ccccc1 (stereo not given)
  97 | 7 | -2 | 17 | 102 | nt | 103 | 101 | 97 | 103 | 99
> Clc1ccc(-c2nnc(COc3ncnc4sccc34)o2)cc1
  100 | -20 | -3 | 1 | 102 | 19 | 101 | 100 | 99 | 105 | 101
> COC(=O)N1CC(=O)N(OC)C1c1ccc(Cl)cc1Cl (stereo not given)
  100 | -7 | 0 | -9 | 101 | nt | 106 | 106 | 103 | 107 | 102
